OXTR potentiator: human OXTR potentiators, primary screen, fluorescence, CHO-OTR cells, Fluo-8 calcium; actives 0.061% (n = 320,000); Fluo-8 calcium fluorescence, potentiator mode; 0% = oxytocin EC15, 100% = EC100; Oxytocin receptor (Homo sapiens), P30559; activation, % at 3 µM; AID 2445, 2010;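 active = activation above that plate's cutoff, the mean activation of tested compounds plus 3 SD, cut at about 6.6% in these data, passing the limit was not always enough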;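 note: 100% uses oxytocin at 75 nM as the full agonist control; some results filed as inactive read as strong as hits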
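Assay system: CHO cell line stably expressing human OTR | Also added: Oxytocin at about EC15, sub-maximal agonist stimulus | Times: Compound 6 min at room temperature before oxytocin, 100 s read | Measured by: Fluo-8 intracellular calcium fluorescence, ex 470-495, em 515-575 nm | Controls: EC15 oxytocin alone as 0%, 75 nM oxytocin as 100%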
GalR3 antag: GalR3 antagonists in HEK293 cells, primary screen, cell-based, fluorescence readout. actives 0.44% (n = 360,000). inhibition, % at 3 µM. AID 651719, 2012. Galanin receptor type 3 (Homo sapiens), O60755. HEK293 GalR3-CNG cAMP membrane potential fluorescence; galR3 body fused to GalR1 C-terminus;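 active = inhibition above the screen-wide average plus 3 SD, cut at about 13% in these data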;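 note: forskolin and galanin both at EC90 stimulate the cells; cAMP rise reported by CNG channel membrane potential dye signal; 0% = forskolin plus galanin with DMSO and 100% = forskolin alone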
Target sequence (O60755 1-299 limits assumed): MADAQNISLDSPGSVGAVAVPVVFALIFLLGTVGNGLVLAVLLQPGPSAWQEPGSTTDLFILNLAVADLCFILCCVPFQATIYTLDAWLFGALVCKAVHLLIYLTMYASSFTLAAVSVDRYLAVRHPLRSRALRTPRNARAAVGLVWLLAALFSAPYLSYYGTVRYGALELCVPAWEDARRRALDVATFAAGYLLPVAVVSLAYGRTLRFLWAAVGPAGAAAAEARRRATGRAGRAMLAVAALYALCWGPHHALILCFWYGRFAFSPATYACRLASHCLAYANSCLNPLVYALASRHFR
MEKK2mut PB1 HTS: MEK5 binding signal on mutant MEKK2 PB1, primary screen, biochemical, multiplex bead flow cytometry, Alexa488-MEK5; Alexa488-MEK5 binding to MEKK2 mutant; percent response, % at 10 µM; actives 0.35% (n = 290,000); AID 1530, 2009; in the data active = percent response above about 24%, passing the limit was not always enough; note: inactives centre near 1; some results filed as inactive read as strong as hits
GPR7 antag: GPR7 receptor antagonists, primary screen, cell-based, fluorescence, single concentration. Neuropeptides B/W receptor type 1 (Homo sapiens), P48145. GPR7-expressing cells, fluorescence antagonist assay. inhibition, % at 4.4 µM. actives 1.1% (n = 290,000). AID 1861, 2009; in the data active = inhibition above about 16%, passing the limit was not always enough;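 note: cells stimulated with the agonist NPW; 0% = agonist with vehicle and 100% = vehicle without agonist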
Target sequence (P48145 whole entry, looked up): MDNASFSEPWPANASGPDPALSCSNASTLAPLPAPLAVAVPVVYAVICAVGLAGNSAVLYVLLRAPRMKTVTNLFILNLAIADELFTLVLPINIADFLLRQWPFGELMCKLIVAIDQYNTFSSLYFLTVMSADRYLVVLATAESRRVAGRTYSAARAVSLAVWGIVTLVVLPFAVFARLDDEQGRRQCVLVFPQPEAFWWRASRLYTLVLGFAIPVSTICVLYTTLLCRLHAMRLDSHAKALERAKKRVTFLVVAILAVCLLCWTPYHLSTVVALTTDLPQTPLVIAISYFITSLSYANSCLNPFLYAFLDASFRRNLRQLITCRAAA
V1aR counter: agonists of human V1a receptor, primary screen, counter-screen for OXTR agonist project, fluorescence, CHO-V1R cells | Fluo-8 calcium fluorescence, agonist mode; 0% DMSO, 100% 3 nM vasopressin | AID 2797, 2010 | actives 0.25% (n = 320,000) | activation, % at 3 µM | Vasopressin V1a receptor (Homo sapiens), P37288;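 active = activation above the mean activation of all tested compounds plus 3 SD, per screening run, cut at about 20% in these data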;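 note: signal is peak over basal fluorescence ratio across a 100 second FLIPR read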
Target sequence (P37288 whole entry, looked up): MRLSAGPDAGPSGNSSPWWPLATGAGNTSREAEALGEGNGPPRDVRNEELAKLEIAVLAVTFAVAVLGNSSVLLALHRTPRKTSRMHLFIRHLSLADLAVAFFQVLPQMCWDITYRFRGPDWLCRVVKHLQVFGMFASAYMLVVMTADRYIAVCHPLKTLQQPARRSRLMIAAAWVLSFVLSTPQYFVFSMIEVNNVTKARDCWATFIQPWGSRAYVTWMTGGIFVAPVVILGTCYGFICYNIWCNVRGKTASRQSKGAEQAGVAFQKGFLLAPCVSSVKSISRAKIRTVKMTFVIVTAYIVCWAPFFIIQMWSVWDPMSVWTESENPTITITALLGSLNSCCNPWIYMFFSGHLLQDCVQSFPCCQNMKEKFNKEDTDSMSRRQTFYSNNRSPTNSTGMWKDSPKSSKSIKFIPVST
NALP1 yeast inh: NALP1 inflammasome inhibitors in reconstituted yeast, colorimetric, S. cerevisiae, triplicate retest. S. cerevisiae NALP1/ASC/caspase-1 growth, X-gal OD620, 72 h. inhibition, % at 10 µM. actives 0.61% (n = 280,000); in the data active = inhibition mostly above about 24%, no sharp cut-off; inactive = mostly below about 32%; note: some compounds called inactive have numbers as strong as hits
M18AAP inhibitor: PfM18AAP inhibitors, malaria aminopeptidase, primary screen, biochemical, QFRET, recombinant enzyme | H-Glu-NHMec fluorogenic cleavage | inhibition, % at 7.35 µM | actives 1.2% (n = 290,000);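 active = inhibition above the campaign mean inhibition over all tested compounds plus 3 SD, cut at about 28% in these data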;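 note: 0% = plate median of test compound wells and 100% = 2 mM ZnCl2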
MEKK2 WT-MEK5: modulators of MEK5 binding to wildtype MEKK2, primary screen, biochemical, multiplex bead flow cytometry, Alexa488-MEK5. binding response (% of control), % at 10 µM. actives 1.1% (n = 290,000). AID 1531, 2009. Alexa488-MEK5 binding to MEKK2 WT; actives lie on both sides. Mitogen-activated protein kinase kinase kinase 2 (Homo sapiens), Q9Y2U5; in the data active = binding response below about 67% or above about 130%
OXTR agonist: human OXTR agonists, primary screen, fluorescence, CHO-OTR cells, Fluo-8 calcium; Oxytocin receptor (Homo sapiens), P30559; Fluo-8 calcium fluorescence; normalized: DMSO 0%, oxytocin 100%; activation, % at 3 µM; actives 0.32% (n = 320,000); AID 2435, 2010;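 active = activation above the mean of all tested compounds plus 3 SD, cutoff set per screening run, cut at about 20% in these data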;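 note: peak over basal fluorescence ratio from a 100 s FLIPR kinetic read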
An asterisk follows results filed as active; / = not tested or not shown; [ ] = remark or other dose. Compounds were not picked by outcome. About 4.1% of those tested had a hit in this group.

SMILES | OXTR potentiator | GalR3 antag | MEKK2mut PB1 HTS | GPR7 antag | V1aR counter | NALP1 yeast inh | M18AAP inhibitor | MEKK2 WT-MEK5 | OXTR agonist
CCOC(=O)N1CCC(NCCNC(=O)c2ccc(Cl)cc2)CC1 | -7 | -8 | 6 | -10 | 0.6 | -4 | 0 | 102 | 1.2
Cc1cc(C=O)c(C)n1-c1ccc(N2CCCCC2)c([N+](=O)[O-])c1 | -32 | -5 | 7 | -4 | 7.2 | -15 | 0 | 102 | 4.5
C=CC[C@@H](CC(=O)N(CCO)Cc1ccccc1)C(=O)N[C@H](COC(=O)[C@@H](CC=C)CC(=O)OC(C)(C)C)C(C)(C)C | -7 | -7 | / | / | -1.1 | / | / | / | -2.0
CCCCn1nc(C(=O)OCC(=O)Nc2sccc2C(N)=O)c2ccccc2c1=O | -4 | -6 | 7 | -15 | 0.4 | 12 | 4 | 95 | -0.9
CCOc1ccc(CNC(=O)CN2C(=O)C(c3ccccc3)Oc3cccnc32)cc1 (stereo not drawn) | -10 | -5 | 1 | -3 | 3.3 | -5 | -3 | 96 | 1.7
CCOC(=O)C(C(=O)c1ccccc1)C1CC(C)NC(=S)N1 (stereo not drawn) | -11 | -5 | -4 | -1 | 0.0 | 18 | -1 | 85 | -0.9
CC/C(=N/Nc1cccc(Cl)c1)c1cnnc(SC)n1 | -10 | 0 | 0 | -10 | 0.3 | 11 | -1 | 95 | -1.9
O=C(Cn1cnc2scc(-c3ccc(F)cc3)c2c1=O)N1CCOCC1 | -4 | -10 | 3 | -9 | 0.9 | -12 | 12 | 104 | -1.0
O=C(Cn1cc(S(=O)(=O)N2CCCC2)c(S(=O)(=O)N2CCCC2)c1)NCc1ccco1 | -3 | 3 | -2 | -9 | 0.3 | 18 | 13 | 100 | -0.5
CCCc1nnc(NS(=O)(=O)c2ccccc2)s1 | -5 | -9 | 7 | -12 | 0.9 | -4 | 0 | 107 | -0.1
CN1CCC(NCCC(c2ccc(F)cc2)c2ccc(Cl)cc2)CC1 (stereo not drawn) | / | -9 | -49 | 47* | / | 22 | -4 | 10*[inhibitor] | /
CCOc1ccccc1C(=O)N[C@H](C(=O)Nc1ccc(OC)c(S(=O)(=O)N2CCOCC2)c1)C(C)C | 9 | -3 | -2 | -10 | -0.6 | 5 | -4 | 99 | -1.2
COC(=O)c1cc(CNC(=O)c2ccc(N3CCCC3)c([N+](=O)[O-])c2)ccc1OC | 9 | -2 | 6 | -6 | 0.6 | 16 | -11 | 107 | 0.2
COc1ccc(NC(=S)N(Cc2ccc(C)cc2)Cc2ccccn2)cc1 | -5 | 4 | -1 | 25* | -0.6 | -12 | -4 | 99 | -1.6
CCCCC1CCC(C(=O)OCC(=O)Nc2ccc(S(N)(=O)=O)cc2)CC1 (stereo not drawn) | -11 | -4 | -3 | -8 | 6.0 | / | 2 | 92 | 4.0
CN(CC(=O)Nc1ccccc1C(F)(F)F)C(=O)CC1OC(=O)c2ccccc21 (stereo not drawn) | -6 | -5 | 1 | -12 | 1.4 | 0 | 2 | 106 | 1.5
Cc1nn(CC(=O)NCCc2ccc(Cl)cc2)c(=O)c2cccn12 | -2 | -3 | 3 | -2 | -0.2 | 9 | 0 | 108 | -0.1
COc1ccc(OC)c2c1C(=O)C(Cl)=C(Cl)C2=O | -12 | -6 | -4 | -1 | -1.8 | 39* | 23 | 74 | -1.7
CC(NC(=O)CCCCCNC(=O)N1CCn2c1nc1ccccc12)c1ccccc1 (stereo not drawn) | 2 | -8 | -4 | -4 | 3.0 | 26 | 13 | 102 | -1.2
CCn1c(C)c(CS(=O)(=O)c2ccccc2)[nH]c1=O | -16 | 1 | -3 | 2 | 1.0 | 13 | -9 | 105 | 2.0
CN1/C(=C\C=C(C#N)C#N)C(C)(C)c2ccccc21 | 0 | -3 | -1 | -4 | -0.2 | 16 | 4 | 106 | -0.9
COc1cc2c(cc1OC)C(C)N(C(=O)Nc1ccccc1)CC2 (stereo not drawn) | -11 | -9 | 6 | 9 | -0.2 | 2 | 3 | 106 | -0.7
COc1ccc2oc(=N)c(-c3nnc4n3CCCCC4)cc2c1 | 1 | -4 | -2 | -3 | 0.6 | -4 | -10 | 101 | 1.0
CCCOc1cccc(C2C(C(=O)c3cccs3)=C(O)C(=O)N2CCN2CCOCC2)c1 (stereo not drawn) | -10 | -12 | 3 | -1 | -0.1 | 19 | -1 | 105 | 0.2
Clc1nc(NC2CCCC2)nc(N2CCOCC2)n1 | -7 | -13 | 6 | -10 | -1.1 | 3 | 3 | 105 | -2.6
SMILES | OXTR potentiator | GalR3 antag | MEKK2mut PB1 HTS | GPR7 antag | V1aR counter | NALP1 yeast inh | M18AAP inhibitor | MEKK2 WT-MEK5 | OXTR agonist
O=C1C(=O)N(c2cccc(Cl)c2)C(c2ccccc2[N+](=O)[O-])/C1=C(\O)c1ccccc1 (stereo not drawn) | -2 | / | 2 | 8 | -0.1 | 2 | 10 | 103 | 0.3
O=C(CSc1nc2ccccc2c(=O)[nH]1)Nc1ccccc1N1CCOCC1 | 3 | -6 | -9 | -4 | 0.9 | -2 | -6 | 97 | 2.0
CC(=O)c1ccc(NC(=O)c2cccs2)cc1 | -3 | -7 | -5 | -7 | 0.0 | 8 | -5 | 94 | 0.1
Cc1ccccc1-c1nc(CS(=O)(=O)CC(=O)NCCN2CCOCC2)c(C)o1 | -6 | / | -4 | -13 | 0.9 | 11 | 6 | 97 | -0.3
COc1cc(-c2nnc(-c3ccccc3)o2)cc(OC)c1OC | 12 | -3 | 4 | -11 | -0.4 | 8 | -1 | 94 | -1.5
CCN1CCN(C(=O)c2ccc(COc3cccc(Cl)c3)o2)CC1 | -1 | -13 | -4 | -3 | 1.7 | -18 | -3 | 102 | 2.9
COC(=O)Cc1ccc(NC(=O)c2ccc3c(c2)C(=O)N(CC2CCCO2)C3=O)cc1 (stereo not drawn) | -2 | -1 | 10 | -1 | 5.8 | 4 | 5 | 109 | 6.4
COc1ccc(N2CCN(CC(O)COc3ccc(C)c(C)c3)CC2)cc1 (stereo not drawn) | -15 | -13 | 5 | 0 | 0.4 | 29 | 1 | 106 | 0.2
O=C(Nc1cccs1)Nc1c(F)cc(F)cc1Br | -8 | -5 | -1 | 3 | 2.1 | 14 | 11 | 99 | -0.6
CCc1nnc(NS(=O)(=O)c2ccc(NC(=O)c3cc4ccccc4oc3=O)cc2)s1 | -1 | -5 | 18 | -11 | -0.4 | 21 | 2 | 104 | 1.5
O=C(NCCc1ccccc1)/C(=N\O)c1ccccc1 | 3 | -5 | / | 1 | 1.8 | 3 | -2 | / | 0.0
Cc1cc(-c2onc(C)c2C(=O)Oc2ccc(Cl)cc2)no1 | 4 | -5 | -1 | -14 | -1.9 | -5 | 2 | 100 | -2.0
Cc1cc(C)c(C#N)c(N2CCN(C(=O)C3COc4ccccc4O3)CC2)n1 (stereo not drawn) | -9 | 6 | / | / | 1.4 | / | / | / | -1.6
Cc1ccc(C(C(=O)NC2CCCCC2)N2CCOCC2)cc1 (stereo not drawn) | -7 | 4 | 2 | 14 | 1.0 | 10 | -1 | 99 | -0.9
COc1ccc(S(=O)(=O)NCCc2c(C)nn(C)c2Oc2ccccc2)cc1 | -18 | -5 | 5 | -9 | 3.9 | 30 | 3 | 122 | 2.2
O=C(Nc1nccs1)c1ccccc1[N+](=O)[O-] | 0 | 6 | 0 | -9 | 0.9 | 20 | 0 | 106 | 0.1
CC(=O)c1cc(C)ccc1OC(=O)CCN1C(=O)C2C3c4ccccc4C(c4ccccc43)C2C1=O (stereo not drawn) | -5 | -6 | 8 | 10 | 0.1 | 9 | -4 | 113 | -0.2
N#Cc1nc(Cc2cccc3ccccc23)oc1N1CCCCC1 | -23 | -4 | 1 | -14 | -0.4 | 0 | 4 | 103 | -1.6
O=C(Nc1nonc1NC(=O)C1CCCCC1)C1CCCCC1 | -15 | -7 | 3 | -9 | 4.0 | 4 | 1 | 100 | 1.6
COc1ccc(-c2cc(C(F)(F)F)nc(-n3cncn3)n2)cc1 | -3 | -3 | 1 | -9 | -1.1 | -7 | -11 | 105 | -2.3
O=C(CN1CCN(C(=O)c2ccco2)CC1)Nc1cccc(S(=O)(=O)N2CCCC2)c1 | 0 | -1 | / | / | 0.6 | / | / | / | 1.0
COC(=O)c1cc2sccc2n1CC(=O)N1CCCc2ccccc21 | 4 | -5 | 5 | -13 | -1.1 | 25 | 6 | 99 | -1.8
CO[C@H]1/C=C/O[C@@]2(C)Oc3c(C)c(O)c4c(O)c(c(C=NN5CCN(C)CC5)c(O)c4c3C2=O)NC(=O)/C(C)=C\C=C\[C@H](C)[C@H](O)[C@@H](C)[C@@H](O)[C@@H](C)[C@H](OC(C)=O)[C@@H]1C | 0 | -3 | / | / | 0.1 | / | / | / | -0.2
COc1ccc(S(=O)(=O)N2CC(=O)Nc3ccccc32)cc1Cl | -15 | -9 | 1 | 12 | 1.3 | 20 | 8 | 106 | 6.2
O=C(COC(=O)C1CC1)NC(=O)c1ccccc1 | 3 | 5 | / | / | -0.6 | / | / | / | 0.7

Individual results from the entries so far:
`CC(=O)c1cc(C)ccc1OC(=O)CCN1C(=O)C2C3c4ccccc4C(c4ccccc43)C2C1=O` (stereo not drawn) in NALP1 yeast inh has 9
`O=C(CSc1nc2ccccc2c(=O)[nH]1)Nc1ccccc1N1CCOCC1` in NALP1 yeast inh has -2

Next part.
SMILES | OXTR potentiator | GalR3 antag | MEKK2mut PB1 HTS | GPR7 antag | V1aR counter | NALP1 yeast inh | M18AAP inhibitor | MEKK2 WT-MEK5 | OXTR agonist
CCOC(=O)CSc1nc2c(c(=O)[nH]1)C(C)(CC)Cc1ccccc1-2 (stereo not drawn) | -14 | -10 | 4 | 8 | 1.1 | 6 | 4 | 99 | -2.1
CCOC(=O)N1C2=NC(C(=O)OC)=C(C(=O)OC)[C@@H]3N(Cc4ccccc4)c4ccccc4[C@]23C[C@H]1C(=O)OC | -8 | / | -4 | / | -1.1 | / | / | 96 | -2.2
CCN(Cc1ccccc1)Cc1c(C)[nH]c2c(C)c(C)ccc2c1=O | 4 | -1 | / | -3 | 0.1 | 12 | 0 | / | 0.8
CCC(=O)c1ccc(OCC(O)CNC(C)c2ccccc2)cc1 (stereo not drawn) | -3 | -5 | 14 | -3 | 1.8 | 21 | -9 | 116 | 5.5
Cn1c(SCC(=O)NNC(=O)c2ccc(Cl)cc2)nnc1-c1cccnc1 | -17 | -3 | -3 | -14 | 1.1 | -7 | -10 | 94 | -1.5
N#Cc1c(Nc2ccc(F)cc2)sc(C(=O)c2ccccc2)c1N | 0 | -2 | -2 | -9 | 0.8 | 35 | 4 | 96 | 0.9
CC(NC(=O)CN(c1ccc(Cl)cc1)S(C)(=O)=O)c1ccccc1 (stereo not drawn) | -4 | -4 | 5 | -4 | 1.1 | 11 | -9 | 104 | -0.4

Screening data deposited in PubChem by several laboratories.
